Screening data as filed in PubChem BioAssay.
JMJD2A Tudor inh – qHTS Assay for Inhibitors of JMJD2A-Tudor Domain; Potency, µM (titrated, usually from 114 µM), for the others: top-dose activity change, negative = inhibition, hits mostly inhibitors; hit rate 4.4% among 390,000; AlphaScreen JMJD2A-Tudor / H3K4me3 peptide binding; AID 504339, 2011; also: potency is read from the fitted curve at half-maximal effect; % is scaled to controls: 0 for no effect and ±100 for the full control effect; nearly all actives have a fitted effect of over 50% in size
GLS inh – qHTS for Inhibitors of Glutaminase (GLS); hit rate 0.21% among 410,000; GLS enzymatic activity, qHTS titration; Potency, µM (titrated, usually from 45.5 µM), inactives show at the top dose activity change, negative = inhibition, most hits filed as inhibitors; also: potency is read from the fitted curve at half-maximal effect; % is scaled to controls: 0 for no effect and ±100 for the full control effect
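Enzyme dispensed in phosphate buffer (45 mM, pH 8.2, 0.02% Tween-20), compounds pinned in, then 1 mM L-glutamine solution and the glutamate oxidase–HRP–Amplex Red mix added; fluorescence read immediately and again after 30 min at room temperature.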
Pin1 inhibitor – qHTS Assay to Find Inhibitors of Pin1. Pin1 FP peptide displacement, HiFluor488, 10 min. Potency, µM (doses to about 115 µM), for inactives: at the highest dose activity, negative = inhibition, most hits filed as inhibitors. hit rate 0.009% among 390,000; active = well fitted inhibition curve with a large enough effect in the polarisation, with a control signal flat, not every such curve was filed as active; inconclusive = small, poorly fitted or top-dose-only effect, or effect the other way, or a change in a side signal; inactive = no such curve, though single readings can be large or run the other way; the % refers to the polarisation; also: potency is read from the fitted curve at half-maximal effect; % is scaled to controls: 0 for no effect and ±100 for the full control effect
Target sequence (Q13526 whole entry, looked up): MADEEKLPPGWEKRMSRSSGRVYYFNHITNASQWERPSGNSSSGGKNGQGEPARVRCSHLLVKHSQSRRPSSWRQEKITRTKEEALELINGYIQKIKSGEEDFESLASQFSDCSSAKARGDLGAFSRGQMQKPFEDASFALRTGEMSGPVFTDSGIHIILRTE
PI4K2A inh – qHTS for small molecular inhibitors of PI4K2A. Phosphatidylinositol 4-kinase type 2-alpha (Homo sapiens), Q9BTU6. purified PI4K2A, ADP-Glo luminescence, 1 h; stronger effect = lower value. activity change, negative = inhibition, % at 76.9 µM. hit rate 0.13% among 420,000; in the data active = activity change below about -50%; inconclusive = mostly about -30% to -49%;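 also: -100% = wells without enzyme as full effect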
Target sequence (Q9BTU6 whole entry, looked up): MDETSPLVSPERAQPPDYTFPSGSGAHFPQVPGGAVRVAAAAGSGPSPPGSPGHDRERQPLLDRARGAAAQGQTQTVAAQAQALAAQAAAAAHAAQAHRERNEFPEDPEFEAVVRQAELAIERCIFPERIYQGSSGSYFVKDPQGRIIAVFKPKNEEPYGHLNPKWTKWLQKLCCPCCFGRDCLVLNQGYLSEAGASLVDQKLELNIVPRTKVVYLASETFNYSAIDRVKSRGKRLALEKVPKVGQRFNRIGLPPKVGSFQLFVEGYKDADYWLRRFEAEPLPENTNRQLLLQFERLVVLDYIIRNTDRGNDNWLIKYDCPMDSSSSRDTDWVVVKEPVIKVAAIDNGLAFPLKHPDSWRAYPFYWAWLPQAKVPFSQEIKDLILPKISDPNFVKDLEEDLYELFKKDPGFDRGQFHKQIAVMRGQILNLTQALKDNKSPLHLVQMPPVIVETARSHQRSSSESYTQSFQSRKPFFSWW
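In this quantitative HTS, ADP production by PI4K2A was quantified luminescently after 1 h at ambient temperature; 100 microM adenosine served as plate-quality control.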
ERG Ets-DNA blk – qHTS for Small Molecule Inhibitors of the ERG Ets/DNA interaction | fluorescence polarization, His-ERG Ets domain / labelled DNA | Potency, µM (titrated, usually from 76.9 µM), without a hit: at the highest dose FP activity, negative = inhibition, most hits filed as inhibitors | hit rate 0.028% among 370,000 | AID 624246, 2012; active = well fitted inhibition curve with a large enough effect in the polarisation, with a control signal flat; inconclusive = small, poorly fitted or top-dose-only effect, or effect the other way, or a change in a side signal; inactive = no such curve, though single readings can be large or run the other way; the % refers to the polarisation;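 also: polarization taken with two DNA probes labelled with fluorescein and Texas red; potency is read from the fitted curve at half-maximal effect; % of control where 0% means no effect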
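His-tagged ERG Ets domain (1 uM in the protein solution; 300mM KCl, 50mM Tris-HCl, 1mM EDTA, 1mM DTT, pH 7.5) received compound, then a probe mix of 5 nM fluorescein-DNA and 100nM Texas-615-DNA. Fluorescence polarization was read for both dyes.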
HP1b binding inh – HTS for Inhibitors of HP1-beta Chromodomain Interactions with Methylated Histone Tails; AlphaScreen HP1-beta / biotin-H3K9me3 peptide binding; hit rate 0.56% among 390,000; Potency, µM (highest dose often 114 µM), for the others: at the top dose activity change, negative = inhibition, usual class: inhibitors; Chromobox protein homolog 1 (Homo sapiens), P83916; also: potency is read from the fitted curve at half-maximal effect; nearly all actives have a fitted effect of over 70% in size; inactives centre near 23
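Compound inhibition of the preformed complex between 50 nM HP1-beta and 50 nM biotinylated H3K9me3 peptide was read by AlphaScreen. Buffer was PBS pH 7.4 with 0.01% Tween-20. Incubations ran 30 min at room temperature, with 10 ug/mL donor/acceptor beads.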
G9a inh – qHTS Assay for Inhibitors of Histone Lysine Methyltransferase G9a; Histone-lysine N-methyltransferase EHMT2 (Homo sapiens), Q96KQ7; Potency, µM (highest dose often 102 µM), without a hit: at the top dose activity, negative = inhibition, most hits filed as inhibitors; G9a H3K9 monomethylation, AlphaScreen, 2 h; hit rate 8.8% among 350,000; AID 504332, 2011; also: potency is read from the fitted curve at half-maximal effect; % is scaled to controls: 0 for no effect and ±100 for the full control effect; nearly all actives have a fitted effect of over 75% in size
Target sequence (Q96KQ7 913-1193 limits assumed): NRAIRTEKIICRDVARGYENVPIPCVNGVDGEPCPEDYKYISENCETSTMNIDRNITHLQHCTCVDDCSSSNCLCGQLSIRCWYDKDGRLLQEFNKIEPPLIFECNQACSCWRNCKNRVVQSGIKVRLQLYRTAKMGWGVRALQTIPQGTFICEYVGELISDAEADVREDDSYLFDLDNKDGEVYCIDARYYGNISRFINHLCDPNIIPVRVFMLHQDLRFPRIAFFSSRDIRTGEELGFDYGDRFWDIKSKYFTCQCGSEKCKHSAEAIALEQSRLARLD
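AlphaScreen detection with an anti-monomethyl H3K9 antibody quantified product after a 2 h room-temperature reaction containing 500 nM biotinylated H3K9 peptide, 20 µM SAM and 20 nM enzyme, which had been preincubated 15 min with compound.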
BAZ2B inh – qHTS Assay for Inhibitors of BAZ2B; Bromodomain adjacent to zinc finger domain protein 2B (Homo sapiens), Q9UIF8; AlphaScreen BAZ2B-H3K14Ac peptide displacement; Potency, µM (series often up to 114 µM), for inactives: at the highest dose activity change, negative = inhibition, hits mostly inhibitors; hit rate 4.4% among 360,000; AID 504333, 2011; also: potency is read from the fitted curve at half-maximal effect; % is scaled to controls: 0 for no effect and ±100 for the full control effect; nearly all actives have a fitted effect of over 60% in size
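In this displacement format the biotinylated H3(5-23) peptide acetylated at Lys14 serves as ligand at 50 nM, with BAZ2B at 50 nM in PBS pH 7.4 containing 0.01% Tween-20. Donor and acceptor beads are 10 ug/mL final.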
Tb PGK inh – qHTS Assay to Find Inhibitors of Phosphoglycerate Kinase. Phosphoglycerate kinase, glycosomal (Trypanosoma brucei brucei), P07378. PGK/GAPDH coupled, Kinase-Glo luminescence, 60 min. Potency, µM (highest dose often 57.5 µM), without a hit: top-dose activity change, negative = inhibition, hits mostly inhibitors. hit rate 0.043% among 380,000. AID 602233, 2012; also: potency is read from the fitted curve at half-maximal effect; % is scaled to controls: 0 for no effect and ±100 for the full control effect; nearly all actives have a fitted effect of over 60% in size
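Luminescent ATP detection (Kinase-Glo Plus) follows a 60-minute room-temperature incubation, with wells lacking PGK as controls. Buffer: 100 mM TEA (pH 7.6), 5 mM MgCl2, 0.01% Tween-20. Coupling enzyme GAPDH (100 nM final) supplies unstable 1,3-BPG in-well.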
The depositor's hits bear a star; i = inactive; ? = inconclusive; . = not tested or not shown; [ ] = another dose, or the depositor's remark. Unless noted, calls follow the shape of the dose curve; as a rule, active = well fitted curve in the direction sought with a large enough effect; inconclusive = small, poorly fitted or top-dose-only effect, or another doubt; inactive = no such curve, though single readings can be large; an effect the other way counts as inactive or inconclusive.

1: Cc1ccc(C2CC(=O)C=C(NCc3ccccc3)C2)cc1 (centres undefined)
2: CC(C)Oc1ccc(CNC(=O)c2ccc3nc(SCc4ccc(F)cc4)n(C)c3c2)cc1
3: COc1ccc(C(=O)COC(=O)Cn2[nH]c(=O)c3ccccc3c2=O)c(OC)c1
4: Cc1ccccc1C(=O)Nc1ccc2nc(Nc3cccc(C(F)(F)F)c3)cc(C)c2c1
5: CCOC(=O)c1cnc(SC2CC(=O)N(c3ccccc3)C2=O)nc1N (centres undefined)
6: COc1ccc(-c2nc(CCNC(=O)c3cc(OC)c(OC)c(OC)c3)cs2)cc1

assay / entry	1	2	3	4	5	6
JMJD2A Tudor inh	-11%	-20%	-6%	-14%	3%	-1%
GLS inh	-5%	-10%	1%	-12%	-1%	-9%
Pin1 inhibitor	4%	22%	19%	0%	3%	-1%
PI4K2A inh	-2	2	1	3	-2	1
ERG Ets-DNA blk	-23%	2%	3%	-2%	2%	2%
HP1b binding inh	11%	58%[activator]	36%	25%	46%[activator]	22%[57 µM]
G9a inh	-2%	46%[59 µM]	?	2%[59 µM]	?	0%[59 µM]
BAZ2B inh	-12%	-5%	-25%	-3%	5%	3%
Tb PGK inh	-9%	5%	8%	4%	-8%	i

7: Cc1ccccc1CCNC(=O)C1CCC(=O)N(Cc2ccc(Cl)cc2)C1 (centres undefined)
8: Cc1cc(NC(=O)COC(=O)CSCc2ccc(Cl)c(Cl)c2)no1
9: CCCN(CC(=O)Nc1ccccc1OC)C(=O)c1ccc2ncsc2c1
10: COc1cccc(NC(=O)CN(C)C(=O)CCC(=O)c2cc(C)sc2C)c1
11: CCOc1ccccc1N(C)C(=O)C1CCCN(c2ncnc3onc(-c4ccc(F)cc4)c23)C1 (centres undefined)
12: CCN(CC)CCN1C(=O)C(=O)/C(=C(/O)c2ccc(OC)cc2)C1c1ccco1 (centres undefined)

assay / entry	7	8	9	10	11	12
JMJD2A Tudor inh	-8%	12%	0%	-13%	-15%	-16%
GLS inh	0%	17%	0%	5%	2%	2%
Pin1 inhibitor	-1%	1%	-9%	1%	8%	?
PI4K2A inh	0	0	3	-1	-2	1
ERG Ets-DNA blk	-19%	-10%	-8%	-7%	7%	-1%
HP1b binding inh	19%	71%[activator]	20%	-3%	21%	30%
G9a inh	1%	-22%[12.7 µM]	-5%[12.7 µM]	-7%	-36%[59 µM]	40µM*
BAZ2B inh	-17%	11%	11%	10%	12%[57.1 µM]	3%
Tb PGK inh	-7%	-5%	-2%	13%	-9%	-2%

13: Cc1cccc(NC(=O)C(c2ccccc2Cl)N2CCOCC2)c1 (centres undefined)
14: COc1ccccc1-c1nnc(SC(C)C(=O)O)n1-c1ccccc1 (centres undefined)
15: O=C(COc1cccc2cccnc12)Nc1ccccc1
16: O=C(NC(=S)NCc1ccc(-c2nc3ccccc3s2)cc1)c1ccco1
17: CCOC(=O)c1c(C)oc2ncnc(N3CCN(c4ccccc4)CC3)c12
18: CN(C)C(=O)CN1c2cccc3cccc(c23)S1(=O)=O
19: Cc1ccc(NC(=O)Cn2c([N+](=O)[O-])cnc2C)cc1Cl
20: O=C(Nc1ccon1)c1ccc(S(=O)(=O)N2CCOCC2)cc1

assay / entry	13	14	15	16	17	18	19	20
JMJD2A Tudor inh	-3%	-12%	-15%	-17%	-30%	0%	-4%	-16%
GLS inh	-4%	6%	-3%	7%	12%	-5%	-10%	3%
Pin1 inhibitor	-10%	26%	0%	20%	-8%	10%	4%	-3%
PI4K2A inh	-9	-5	-1	-1	1	-8	-2	0
ERG Ets-DNA blk	3%	6%	1%	-4%	-1%	2%	15%	-6%
HP1b binding inh	23%	21%	12%	8%	-6%	37%	45%[activator]	19%
G9a inh	8%[59 µM]	.	-4%	-10%	-11%[59 µM]	-17%[2.33 µM]	6%	13%
BAZ2B inh	-4%	-28%	-5%	3%	-14%[57.1 µM]	-11%	7%	-10%
Tb PGK inh	-5%	-11%	-10%	0%	-9%	-2%	-6%	i

Full records, looked up by structure. Screens in order: JMJD2A Tudor inh	GLS inh	Pin1 inhibitor	PI4K2A inh	ERG Ets-DNA blk	HP1b binding inh	G9a inh	BAZ2B inh	Tb PGK inh
`O=C(Nc1ccon1)c1ccc(S(=O)(=O)N2CCOCC2)cc1` is listed with -16%	3%	-3%	0	-6%	19%	13%	-10%	i
`Cc1ccc(NC(=O)Cn2c([N+](=O)[O-])cnc2C)cc1Cl` is listed with -4%	-10%	4%	-2	15%	45%[activator]	6%	7%	-6%

Part of the list above in another layout:
no. | JMJD2A Tudor inh | GLS inh | Pin1 inhibitor | PI4K2A inh | ERG Ets-DNA blk | HP1b binding inh | G9a inh | BAZ2B inh | Tb PGK inh | canonical_smiles
6 | -1% | -9% | -1% | 1 | 2% | 22%[57 µM] | 0%[59 µM] | 3% | i | COc1ccc(-c2nc(CCNC(=O)c3cc(OC)c(OC)c(OC)c3)cs2)cc1
7 | -8% | 0% | -1% | 0 | -19% | 19% | 1% | -17% | -7% | Cc1ccccc1CCNC(=O)C1CCC(=O)N(Cc2ccc(Cl)cc2)C1 (centres undefined)
8 | 12% | 17% | 1% | 0 | -10% | 71%[activator] | -22%[12.7 µM] | 11% | -5% | Cc1cc(NC(=O)COC(=O)CSCc2ccc(Cl)c(Cl)c2)no1
9 | 0% | 0% | -9% | 3 | -8% | 20% | -5%[12.7 µM] | 11% | -2% | CCCN(CC(=O)Nc1ccccc1OC)C(=O)c1ccc2ncsc2c1
10 | -13% | 5% | 1% | -1 | -7% | -3% | -7% | 10% | 13% | COc1cccc(NC(=O)CN(C)C(=O)CCC(=O)c2cc(C)sc2C)c1
11 | -15% | 2% | 8% | -2 | 7% | 21% | -36%[59 µM] | 12%[57.1 µM] | -9% | CCOc1ccccc1N(C)C(=O)C1CCCN(c2ncnc3onc(-c4ccc(F)cc4)c23)C1 (centres undefined)
12 | -16% | 2% | ? | 1 | -1% | 30% | 40µM* | 3% | -2% | CCN(CC)CCN1C(=O)C(=O)/C(=C(/O)c2ccc(OC)cc2)C1c1ccco1 (centres undefined)
13 | -3% | -4% | -10% | -9 | 3% | 23% | 8%[59 µM] | -4% | -5% | Cc1cccc(NC(=O)C(c2ccccc2Cl)N2CCOCC2)c1 (centres undefined)
14 | -12% | 6% | 26% | -5 | 6% | 21% | . | -28% | -11% | COc1ccccc1-c1nnc(SC(C)C(=O)O)n1-c1ccccc1 (centres undefined)
15 | -15% | -3% | 0% | -1 | 1% | 12% | -4% | -5% | -10% | O=C(COc1cccc2cccnc12)Nc1ccccc1
16 | -17% | 7% | 20% | -1 | -4% | 8% | -10% | 3% | 0% | O=C(NC(=S)NCc1ccc(-c2nc3ccccc3s2)cc1)c1ccco1
17 | -30% | 12% | -8% | 1 | -1% | -6% | -11%[59 µM] | -14%[57.1 µM] | -9% | CCOC(=O)c1c(C)oc2ncnc(N3CCN(c4ccccc4)CC3)c12
